Assay outcomes from PubChem BioAssay.
GRIN3A LBD mod – NR3A (human) ligand-binding domain modulation. NR3A LBD differential scanning fluorimetry, Tm shift; 0% = protein alone, 100% = glycine-bound protein. Tm shift relative to glycine control, % at 25 µM. 340,000 tested, 2.5% active;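 active means melting temperature shift of at least 10% of the positive control shift, at one fixed dose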
TIM10 inh – TIM10 yeast growth inhibition. S. cerevisiae TIM10 strain growth, BacTiter-Glo luminescence, 24 h. 330,000 tested, 1.4% active. inhibition, % at 10 µM. AID 463195;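 active means inhibition of 40% or more at the single tested concentration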;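 further: wild-type TIM10 isogenic control strain grown at permissive 25 °C; 0% = DMSO yeast wells and 100% = minimal medium wells without yeast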
tim10-1 inh – growth inhibitors of tim10-1 mutant yeast. S. cerevisiae tim10-1 ts strain growth, BacTiter-Glo, 24 h. inhibition, % at 20 µM. 330,000 tested, 2.2% active;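 active means inhibition of at least 40%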;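 further: mutant grown at 25 °C; 0% = DMSO wells with yeast and 100% = wells holding no yeast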
NALP3 yeast inh – inhibitors of NALP3 inflammasome in yeast; Yeast reconstituted NLRP3/ASC/caspase-1, beta-gal luminescence, 24 h; inhibition, % at 10 µM; 330,000 tested, 0.39% active;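 active means inhibition of 50% or more; inactive means inhibition below 50%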;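 further: plate controls were induced DMSO wells for no effect and uninduced yeast grown without galactose for full effect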
Mdm2-MdmX inh – human Mdm2/MdmX binding inhibition | O15151+Q00987 | SaOS-2 split-luciferase Mdm2/MdmX complementation, luminescence | inhibition, % at 8 µM | 330,000 tested, 3% active;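 active means inhibition of at least 50% at 8 µM in the primary screen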
Target sequence (O15151 whole entry, looked up): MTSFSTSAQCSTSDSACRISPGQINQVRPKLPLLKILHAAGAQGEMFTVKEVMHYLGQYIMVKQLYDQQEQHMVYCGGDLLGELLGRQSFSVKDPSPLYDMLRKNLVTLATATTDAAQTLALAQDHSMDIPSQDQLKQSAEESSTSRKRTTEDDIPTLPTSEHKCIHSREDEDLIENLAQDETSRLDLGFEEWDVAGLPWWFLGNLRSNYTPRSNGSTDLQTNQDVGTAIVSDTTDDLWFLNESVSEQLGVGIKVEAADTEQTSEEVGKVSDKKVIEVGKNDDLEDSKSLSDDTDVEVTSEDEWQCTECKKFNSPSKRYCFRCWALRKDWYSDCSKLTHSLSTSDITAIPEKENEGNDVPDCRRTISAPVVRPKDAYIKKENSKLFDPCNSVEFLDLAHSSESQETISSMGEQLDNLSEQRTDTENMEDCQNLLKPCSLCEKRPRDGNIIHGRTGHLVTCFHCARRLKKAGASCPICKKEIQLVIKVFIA
Target sequence (Q00987 whole entry, looked up): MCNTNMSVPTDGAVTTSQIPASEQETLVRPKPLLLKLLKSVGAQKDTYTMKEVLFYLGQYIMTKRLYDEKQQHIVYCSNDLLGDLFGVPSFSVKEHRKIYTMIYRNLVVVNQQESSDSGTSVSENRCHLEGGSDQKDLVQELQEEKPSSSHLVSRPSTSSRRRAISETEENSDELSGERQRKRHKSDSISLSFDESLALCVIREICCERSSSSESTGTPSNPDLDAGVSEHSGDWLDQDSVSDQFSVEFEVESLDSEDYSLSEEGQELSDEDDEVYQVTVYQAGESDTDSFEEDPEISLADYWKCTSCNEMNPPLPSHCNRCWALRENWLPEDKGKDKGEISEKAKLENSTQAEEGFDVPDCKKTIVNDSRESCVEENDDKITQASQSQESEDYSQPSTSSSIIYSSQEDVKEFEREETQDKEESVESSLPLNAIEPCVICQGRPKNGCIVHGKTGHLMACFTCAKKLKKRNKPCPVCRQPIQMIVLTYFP
UPR XBP1 act – activators of adaptive arm of unfolded protein response (XBP1) | activation, % at 20 µM | 330,000 tested, 0.33% active | CHO-XBP1 luciferase reporter, IRE1-XBP1 UPR activation, luminescence; percent of tunicamycin response, DMSO as zero | AID 463104;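 active means versus positive control, 20 µM dose yields 30% or more activation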;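 further: 100% = tunicamycin at 10 µg/mL and 0% = DMSO only wells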
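Material: CHO-XBP1 cells stably carrying IRE1-XBP1-driven luciferase reporter / Amount: 1000 cells per well / Compound: 20 µM, 1% DMSO / Times: 6 h treatment, 37 °C / Detection: luciferase luminescence / Measure: % activation of reporter signal versus tunicamycin and DMSO controls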
UPR CHOP act – activators of apoptotic arm of unfolded protein response (CHOP); CHO-CHOP luciferase reporter, UPR activation, luminescence; percent of tunicamycin response over DMSO baseline; activation, % at 10 µM; 330,000 tested, 0.34% active;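 active means at 10 µM dose, activation of 40% or more, normalized to positive control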;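 further: 100% = tunicamycin at 10 µg/mL and 0% = DMSO alone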
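System: CHO CHOP reporter cells. Amount: 500 cells per well. Buffer or medium: F12 medium, 10% FBS. Compound dosing: one dose, 10 µM in 0.5% DMSO. Incubation: 6 h compound exposure at 37 °C after overnight seeding. Technique: Steady-Glo luciferase luminescence. Benchmarks: tunicamycin and DMSO controls.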
tim23-1 inh – inhibits growth of tim23-1 mutant yeast; S. cerevisiae tim23-1 growth, BacTiter-Glo luminescence, 24 h; inhibition, % at 20 µM; 330,000 tested, 1.3% active;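 active means growth inhibition of the mutant yeast at or above 50%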;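 further: temperature-sensitive mutant grown at 25 °C; plate controls were DMSO-treated mutant yeast for no effect and medium wells lacking yeast for full effect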
APJ agonist – APJ receptor agonism; 330,000 tested, 0.11% active; AID 2520; P35414; CHO-K1 APJ PathHunter beta-arrestin, luminescence; 0% DMSO wells, 100% apelin; activation, % at 20 µM;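 active means activation more than six SD over the plate average, tested at 20 µM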;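 further: 0% = DMSO alone and 100% = apelin-13 at 10 nM; some results filed as inactive read as strong as hits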
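Incubation: overnight seeding, 90 min compound at 25 °C, 1 h detection; test system: PathHunter CHO-K1 APJ (AGTRL-1) beta-arrestin reporter cells; amount: 1000 cells/well; doses: one dose, 20 µM compound, 1% DMSO; measured by: beta-gal luminescence; measure: agonist-driven arrestin binding to APJ; benchmarks: negative DMSO alone, positive Apelin-13 at 10 nM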
The depositor's hits bear a star; . = no result given.

Second line of a record – GRIN3A LBD mod	TIM10 inh	tim10-1 inh	NALP3 yeast inh	Mdm2-MdmX inh	UPR XBP1 act	UPR CHOP act	tim23-1 inh	APJ agonist
[1] COc1ccc(-c2cc3n(n2)CCc2nc4ccccc4n2-3)cc1
→ -2	18	23	-9	24	1	2.2	-14	-2
[2] Cc1oc2ccc(O)cc2c1C(=O)c1ccc(Cl)cc1
→ -13	5	31	2	-7	6	6.3	23	7
[3] c1ccc(N2CCN(c3ncnc4c3oc3ccccc34)CC2)cc1
→ -1	0	8	17	6	-1	0.5	11	-4
[4] CN(Cc1ccno1)Cc1cn(Cc2ccccc2)nc1-c1ccc2c(c1)OCO2
→ -3	15	18	4	-28	0	1.1	9	-1
[5] O=C(Cc1c(F)cccc1Cl)Nc1cccnc1
→ -1	-4	1	14	15	-3	-1.7	5	1
[6] COc1ccc(CNC(=O)[C@H](Cc2c[nH]c3ccccc23)NC(=O)[C@@H]2Cc3ccccc3CN2)cc1
→ -4	1	4	-1	9	-2	-0.3	11	-6
[7] Cn1cc([N+](=O)[O-])c(C(=O)NC2CCCCCC2)n1
→ 1	7	-17	7	29	-3	2.2	-3	-1
[8] Cc1onc(C(=O)NCc2cccs2)c1[N+](=O)[O-]
→ -1	6	11	16	-26	0	-0.9	8	-4
[9] Nc1c(-c2ccc(Cl)cc2)cnc2c(-c3ccc(F)cc3)cnn12
→ 9	-5	27	22	-90	6	5.1	19	0
[10] COc1ccccc1NS(=O)(=O)c1cc2c3c(c1)CC(=O)N3CCC2
→ 6	-1	17	12	5	0	1.1	7	-4
[11] O=C(N/N=C/c1ccc(OC(=O)c2ccc([N+](=O)[O-])cc2)cc1)c1cccnc1
→ 3	-4	-10	12	18	-2	1.6	-19	22
[12] CCC(/C=N/Nc1ccc(S(=O)(=O)N2CCCC2)cc1[N+](=O)[O-])CC
→ 2	-6	9	20	33	-1	3.2	7	3
[13] CC(=O)N1CCN(c2ccc(NC(=O)c3ccc4c(c3)OCCO4)cc2)CC1
→ -1	6	9	-6	-3	3	0.7	13	-4
[14] COc1ccc(C(=O)Oc2ccc(/C=N/NC(=O)Cc3ccc([N+](=O)[O-])cc3)cc2)cc1
→ -3	-3	12	19	16	0	1.3	-7	-1
[15] Cc1nc([N+](=O)[O-])c(Sc2nc3ccccc3n2C)n1Cc1ccccc1
→ -3	40*	33	-2	51*	-6	26	37	-3
[16] O=Cc1cn(-c2ccccc2)nc1-c1cc2ccccc2oc1=O
→ 2	16	4	22	4	1	-1.3	15	-1
[17] Cc1ccc(S(=O)(=O)/N=C/N(C)C)cc1
→ -6	-2	-2	12	6	-2	-1.3	8	-2
[18] CC(C)(C)OC(=O)N1CCN(C(=O)[C@H](Cc2ccc(O)cc2)n2cc(CCO)nn2)CC1
→ -1	1	-3	6	4	-1	-1.1	-2	-4
[19] Cc1ccc(N=Nc2c(C)[nH]n(-c3ccccc3)c2=O)c(C)c1
→ 0	-10	20	4	-43	-2	-0.4	16	-1
[20] Cc1cc(C)c(OCC(=O)Nc2ccccn2)c([N+](=O)[O-])c1
→ 0	-21	20	19	12	1	2.2	29	-1

A second format for part of the listing above.
14: COc1ccc(C(=O)Oc2ccc(/C=N/NC(=O)Cc3ccc([N+](=O)[O-])cc3)cc2)cc1
  GRIN3A LBD mod = -3 | TIM10 inh = -3 | tim10-1 inh = 12 | NALP3 yeast inh = 19 | Mdm2-MdmX inh = 16 | UPR XBP1 act = 0 | UPR CHOP act = 1.3 | tim23-1 inh = -7 | APJ agonist = -1
15: Cc1nc([N+](=O)[O-])c(Sc2nc3ccccc3n2C)n1Cc1ccccc1
  GRIN3A LBD mod = -3 | TIM10 inh = 40* | tim10-1 inh = 33 | NALP3 yeast inh = -2 | Mdm2-MdmX inh = 51* | UPR XBP1 act = -6 | UPR CHOP act = 26 | tim23-1 inh = 37 | APJ agonist = -3
16: O=Cc1cn(-c2ccccc2)nc1-c1cc2ccccc2oc1=O
  GRIN3A LBD mod = 2 | TIM10 inh = 16 | tim10-1 inh = 4 | NALP3 yeast inh = 22 | Mdm2-MdmX inh = 4 | UPR XBP1 act = 1 | UPR CHOP act = -1.3 | tim23-1 inh = 15 | APJ agonist = -1
17: Cc1ccc(S(=O)(=O)/N=C/N(C)C)cc1
  GRIN3A LBD mod = -6 | TIM10 inh = -2 | tim10-1 inh = -2 | NALP3 yeast inh = 12 | Mdm2-MdmX inh = 6 | UPR XBP1 act = -2 | UPR CHOP act = -1.3 | tim23-1 inh = 8 | APJ agonist = -2

More compounds follow.
Second line of a record – GRIN3A LBD mod	TIM10 inh	tim10-1 inh	NALP3 yeast inh	Mdm2-MdmX inh	UPR XBP1 act	UPR CHOP act	tim23-1 inh	APJ agonist
[21] Cn1c(O)c(/C=C2\C=NN=C2c2ccccc2)sc1=S
→ 4	42*	57*	24	34	1	-1.0	65*	3
[22] CNCC(O)C(O)C(O)C(O)CO (stereo not drawn)
→ 2	4	10	10	-15	2	0.6	2	1
[23] C(=N\Nc1nc(-c2ccccn2)nc2ccccc12)/c1ccccc1
→ .	24	34	6	80*	13	527*	20	-4
[24] CCn1c(=O)c(=O)[nH]c2cc(C(=O)NC(C)c3ccc(S(N)(=O)=O)cc3)ccc21 (stereo not drawn)
→ -4	1	20	0	12	0	0.1	14	-3
[25] COc1cccc(CNC(=O)CCC2CCCN(C(=O)c3cccc4c(C)c(C)[nH]c34)C2)c1 (stereo not drawn)
→ 1	-26	12	7	-21	-3	-0.8	14	-6
[26] Cc1cc(N2CCN(C(=O)c3ccco3)CC2)n2ncc(-c3ccccc3)c2n1
→ 0	-11	19	25	3	-1	3.9	38	-2
[27] C=CCSc1[nH]c(=O)cc(C)c1C(N)=O
→ 0	6	-1	11	-16	3	-0.8	-1	1
[28] CC1CC(C)CN(C(=O)C2CCN(S(=O)(=O)c3c(Cl)cccc3Cl)CC2)C1 (stereo not drawn)
→ -1	11	25	4	5	-5	2.7	35	-2
[29] COC(=O)C1CN(S(=O)(=O)c2ccccc2)CCN1S(=O)(=O)c1ccccc1 (stereo not drawn)
→ 0	16	30	5	-17	0	1.0	9	2
[30] CC1(C(=O)N2CC3(CC(c4cccc(NC(=O)COc5ccc(Cl)cc5)c4)=NO3)C[C@@H]2C(N)=O)CC1 (stereo partly drawn)
→ 3	6	-16	7	6	-1	-2.6	-10	-2
[31] Cc1ccc2cc(/C=C(\C#N)C(N)=O)c(N3CCCCC3)nc2c1
→ 1	46*	42*	17	-4	2	2.1	32	2
[32] O=C1CCc2cc(S(=O)(=O)N3CCCC3C(=O)N3CCN(c4ccccc4)CC3)ccc2N1 (stereo not drawn)
→ -1	0	4	9	-6	-3	0.1	17	-3
[33] Cc1ccc(S(=O)(=O)NC2(C(F)(F)F)NC(=O)N(Cc3ccccc3)C2=O)cc1 (stereo not drawn)
→ 0	-8	-24	18	13	-2	-0.4	-5	-7
[34] CCO[C@H]1OC(C(=O)N2CCN(C)CC2)=C[C@@H](c2ccc(Br)cc2)[C@@H]1CCCO
→ 1	11	-2	12	-14	-1	-1.3	16	-5
[35] O=C(CSc1nnc2ccc(-c3cccnc3)nn12)Nc1ccccc1
→ 2	9	4	24	28	0	-0.2	9	-5
[36] CCC(=O)c1ccccc1OCCN1C(=O)NC(C)(C)C1=O
→ 0	6	-1	7	-5	-2	0.6	17	1
[37] O=C(COc1cccc([N+](=O)[O-])c1)NN1C(=O)c2ccccc2C1=O
→ 546*	-3	5	15	-11	-4	0.0	3	-3
[38] CCCc1ccc(C(=O)NNc2ccccc2F)cc1
→ 1	-11	-18	34	-10	2	6.0	18	-6
[39] Cc1cc(C(=O)CSc2nc3ccc(Cl)cc3[nH]2)c(C)n1Cc1ccco1
→ 2	18	9	17	15	-1	0.8	8	-4
[40] FC(F)Oc1ccc(-c2csc(NNC3=NCCCCC3)n2)cc1
→ -1	9	14	29	-13	-2	-0.4	17	-5
[41] CC1CCN(S(=O)(=O)c2ccc(NC(=O)CSc3ncccc3C(=O)O)cc2)CC1
→ 2	10	16	9	4	-2	-0.1	13	-5
[42] O=Cc1cc(Cl)ccc1OCCN1CCC(Cc2ccccc2)CC1
→ 4	4	-52	28	3	-4	-0.8	-17	1
[43] Cc1cccc(NC(=O)c2ccc(S(=O)(=O)N3CCC(C)CC3)cc2)n1
→ -2	-4	13	6	21	-5	0.5	18	12
[44] Cc1cc(C)n(-c2ccc(Cl)c(C(=O)NCc3ccccc3)n2)n1
→ 1	-7	-5	22	9	3	0.5	1	-2
[45] COc1cc(C(=O)NC2CCCC(C)C2C)ccc1OCC(=O)N1CCOCC1 (stereo not drawn)
→ 0	10	7	11	-20	-1	-1.4	-2	-3
[46] C[C@H](NC(=O)N1CCn2c1nc1ccccc12)C(=O)NCC1CCCO1 (stereo partly drawn)
→ -4	11	7	4	16	-3	1.3	-10	2
[47] O=C(Nc1c(S(=O)(=O)c2ccccc2)csc1Br)c1ccccc1Cl
→ -1	12	25	24	-14	4	0.0	15	0
[48] O=C(O)c1cc(-c2ccccc2)n(-c2ccc(Cl)cc2Cl)n1
→ -1	-6	5	11	-3	0	-2.2	20	-5
[49] Cc1ccc([N+](=O)[O-])cc1NC(=S)NC(=O)c1cccnc1
→ 3	8	27	31	31	-4	1.0	6	-7
[50] CC(C)(C)OC(=O)NCCC(=O)N/N=C/c1cccc2cccnc12
→ 0	0	-3	15	27	-2	-1.6	-4	-2
[51] CCN(c1ccc(NC(=O)COC(=O)CCc2nc3ccccc3n2-c2ccccc2)cc1)C(C)C
→ -4	9	13	13	-3	-5	-1.2	15	2
[52] COc1ccc(C(=O)c2c(C)c3ccccc3n2CC(O)CNC(C)C)cc1 (stereo not drawn)
→ 2	18	11	7	43	4	1.2	15	-2
[53] CCSC1=N/C(=C\c2cccc(F)c2)C(=O)S1
→ 15*	10	16	4	8	-2	4.2	11	-5
[54] COc1ccc(N(C(=O)c2ccc(S(=O)(=O)N3CCCC3)cc2)C2C=CS(=O)(=O)C2)cc1 (stereo not drawn)
→ -2	8	-10	14	-1	-5	1.4	-11	0
[55] CCOC(=O)c1oc2ccc3c(c2c1C)C(=O)CC1(CCN(C(=O)OCC)CC1)O3
→ 2	14	11	20	1	-2	-2.8	30	4

Laid out differently: 2 of the compounds above
entry | Compound | GRIN3A LBD mod | TIM10 inh | tim10-1 inh | NALP3 yeast inh | Mdm2-MdmX inh | UPR XBP1 act | UPR CHOP act | tim23-1 inh | APJ agonist
45 | COc1cc(C(=O)NC2CCCC(C)C2C)ccc1OCC(=O)N1CCOCC1 (stereo not drawn) | 0 | 10 | 7 | 11 | -20 | -1 | -1.4 | -2 | -3
46 | C[C@H](NC(=O)N1CCn2c1nc1ccccc12)C(=O)NCC1CCCO1 (stereo partly drawn) | -4 | 11 | 7 | 4 | 16 | -3 | 1.3 | -10 | 2
